TSHR antag: blocks TSH signaling through the human TSH receptor | P16473 | TSHR-expressing cells, TSH-stimulated cAMP HTRF, 2 h; stronger effect = lower value | activity change, negative = inhibition, % at 11.5 µM | 0.2% of 330,000 active | AID 504810;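 active means activity change below a set negative limit, meaning inhibition stronger than a set level, cut at about -70% in these data; inconclusive means activity change between two set negative limits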; further: on the % scale 0 is the no-effect control and ±100 the full control effect
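Inhibition of cAMP made by TSHR-expressing cells under TSH stimulation (4nM final, EC80; 2 h, 37 deg C) is quantified with a one-step lysis HTRF kit, anti-cAMP cryptate versus cAMP-d2.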
AT treatment: candidate therapy for ataxia-telangiectasia | […] A-T fibroblasts, KAP-1 phosphorylation AlphaLISA; neocarzinostatin DNA damage 30 min before lysis | 0.19% of 320,000 active | Potency, µM (series often up to 57.5 µM), for the others: at the highest dose activation, actives largely listed as activators; further: potency means the concentration at half of the fitted maximal effect; % of control where 0% means no effect; nearly all actives have a fitted effect of over 45% in size
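ATM-like activity read as KAP-1 phosphorylation via AlphaLISA donor/acceptor antibody pairs after lysis and 6 hr at 25C. Cells were ATM-null patient fibroblasts ([…], hTERT), dosed 60 min, then exposed to the DSB inducer NCS for 30 min.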
Coupling enz: inhibits coupling enzyme system, counter-screen for aldolase hits | coupling enzyme system counterscreen, AmpLite Red fluorescence | activity change, negative = inhibition, % at 58.2 µM, hits read low | 0.67% of 290,000 active; in the data active means activity change below about -30%; further: on the % scale 0 is the no-effect control and ±100 the full control effect
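Compounds tested against the coupling enzymes alone at 57.5 uM final; readout was AmpLite Red fluorescence (525/598 nm) after 20 min at RT.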
Tb PFK block: T. brucei PFK enzyme inhibition; O15648; T. brucei PFK, ADP-Glo luminescence; Potency, µM (top dose mostly 57.5 µM), without a hit: top-dose activity, negative = inhibition, usual class: inhibitors; 0.17% of 330,000 active;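 further: potency means the concentration at half of the fitted maximal effect; 0% = uninhibited 1x PFK enzyme wells and -100% = no-enzyme wells; nearly all actives have a fitted effect of over 60% in size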
Target sequence (O15648 whole entry, looked up): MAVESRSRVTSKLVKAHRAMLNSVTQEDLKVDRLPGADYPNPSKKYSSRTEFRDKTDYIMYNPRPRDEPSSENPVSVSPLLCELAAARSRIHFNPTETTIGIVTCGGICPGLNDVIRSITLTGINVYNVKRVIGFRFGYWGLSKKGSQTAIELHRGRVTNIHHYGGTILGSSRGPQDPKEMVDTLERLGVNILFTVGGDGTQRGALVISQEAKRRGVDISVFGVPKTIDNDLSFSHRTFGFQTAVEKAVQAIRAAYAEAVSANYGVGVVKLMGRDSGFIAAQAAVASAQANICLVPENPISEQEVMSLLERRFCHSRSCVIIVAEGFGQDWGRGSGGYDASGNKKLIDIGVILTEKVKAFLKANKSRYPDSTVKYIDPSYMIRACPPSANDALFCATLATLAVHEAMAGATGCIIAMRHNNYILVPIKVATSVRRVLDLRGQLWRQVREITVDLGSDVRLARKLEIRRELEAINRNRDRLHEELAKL
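Compounds were pin-transferred as a titration series up to 57 uM into substrate buffer (0.5 mM F6P, 0.1 mM ATP, pH 8.0), then 1.25 nM PFK was added and reactions ran 45 min before ADP-Glo detection.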
hERG WT inh: KCNH2 (human, wildtype) channel inhibition. U2OS, BacMam KCNH2, thallium flux FluxOr; stronger effect = lower value. Q12809. activity change, % at 1.84 µM. 0.37% of 340,000 active;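 active means maximum activity change below -70%; inconclusive means maximum activity change between -70% and -50%; inactive means maximum activity change above -50%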; further: on the % scale 0 is the no-effect control and ±100 the full control effect
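U2OS cells were transduced with wild-type KCNH2 virus (2.03 x 10^8 / mL) for 4 h at room temperature, then cultured overnight at 37 C. Thallium flux was read with FluxOr dye. Rate constants were normalized to DMSO controls.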
GALK inh: inhibitors of human galactokinase | Purified GALK, Kinase-Glo residual ATP luminescence | Potency, µM (doses to about 57.5 µM), for the others: top-dose activity change, negative = inhibition, actives largely listed as inhibitors | 0.007% of 270,000 active | AID 1868; further: potency means the concentration at half of the fitted maximal effect; on the % scale 0 is the no-effect control and ±100 the full control effect
Target sequence (P51570 whole entry, looked up): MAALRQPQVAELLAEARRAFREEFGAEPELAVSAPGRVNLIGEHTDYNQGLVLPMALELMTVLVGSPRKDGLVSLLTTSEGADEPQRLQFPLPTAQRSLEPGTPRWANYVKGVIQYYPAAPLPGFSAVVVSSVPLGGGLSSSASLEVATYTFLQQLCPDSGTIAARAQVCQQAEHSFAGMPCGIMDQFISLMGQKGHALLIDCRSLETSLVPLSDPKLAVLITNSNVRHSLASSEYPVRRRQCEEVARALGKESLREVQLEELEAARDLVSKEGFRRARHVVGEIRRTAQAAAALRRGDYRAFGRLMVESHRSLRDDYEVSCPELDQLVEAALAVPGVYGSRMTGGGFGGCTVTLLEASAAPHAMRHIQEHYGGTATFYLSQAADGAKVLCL
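GALK at 5 nM final was combined with compound, 35 uM ATP and 100 uM galactose in HEPES pH8.0 with MgCl2 and DTT. The reaction ran one hour at room temperature before luminescent ATP detection.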
Giardia killer: kills Giardia lamblia | 0.15% of 340,000 active | AID 540267 | activity change, % at 7.66 µM, hits read low | Giardia lamblia trophozoite viability; in the data active means activity change below about -80%; inconclusive means between about -30% and that limit;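 further: parasites exposed to compound for two days anaerobically before the ATP read; on the % scale 0 is the no-effect control and ±100 the full control effect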
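Luminescent ATP signal served as the viability read-out, measured 15-30 min after adding ATP detection reagent to trophozoites that had been incubated with compounds for 48 hrs at 37 deg C anaerobically at 100 cells/well.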
CXXC DNA block: inhibitors of human MLL CXXC domain-DNA interaction; MLL-CXXC / FITC-HOXA9 DNA fluorescence polarization; Potency, µM (highest dose often 115 µM), without a hit: top-dose activity change, negative = inhibition, actives largely listed as inhibitors; Q03164; AID 2662; 0.037% of 290,000 active; active means well fitted inhibition curve with a large enough effect in the polarisation, with a control signal flat, not every such curve was filed as active; inconclusive means small, poorly fitted or top-dose-only effect, or effect the other way, or a change in a side signal; inactive means no such curve, though single readings can be large or run the other way; the % refers to the polarisation; further: potency means the concentration at half of the fitted maximal effect
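Fluorescence polarization: 7 uM MLL-CXXC (stock) preincubated 5 min with compounds, then 50 nM fluorescein-HOX-A9 DNA (stock) added; 30 min ambient. Buffer 50 mM Tris-HCl pH 7.5, 50 mM NaCl, 1 mM DTT, 0.05% BSA.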
BCR signal inh: chronic active BCR signaling inhibition; Potency, µM (titrated, usually from 46.1 µM), without a hit: top-dose ratio change, negative = lower green/red ratio, usual class: inhibitors; 0.05% of 340,000 active; ABC-DLBCL IkBa-CBG/CBR reporter, luminescence ratio, 4 h; active means well fitted inhibition curve with a large enough effect in the signal ratio, with a control signal flat, not every such curve was filed as active; inconclusive means small, poorly fitted or top-dose-only effect, or effect the other way, or a change in a side signal; the % refers to the signal ratio;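 further: potency means the concentration at half of the fitted maximal effect; plate controls were basal doxycycline-induced cells for no effect and cells given 10 µM MG132 for full effect; MG132 reads +100%, hits lower the ratio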
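Doxycycline induced both beetle luciferases in TMD8 lymphoma cells; IKK-driven degradation limits the IkappaBalpha-fused green signal, while red luminescence normalises for cell number and nonspecific effects. Compounds tested up to 46 uM, 4 hrs.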
TCR act: activators of T cell receptors; primary human leukocytes, anti-CD3, IL-2 HTRF, 48 h; 330,000 tested, under 10 active; Potency, µM (titrated, usually from 9.22 µM), without a hit: top-dose activation of IL-2 secretion, actives largely listed as activators; AID 504894; further: % of control where 0% means no effect
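Human primary leukocytes + a-CD3 beads + cpd, 48 hr; IL-2 in supernatant by HTRF (ex 320nm / em 665nm). No co-stimulatory signal supplied.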
The depositor's hits bear a star; i = inactive; u = inconclusive; x = no result given; [ ] = another dose, or the depositor's remark. Unless noted, the call rests on the fitted dose curve; in most records, active means well fitted curve in the direction sought with a large enough effect; inconclusive means small, poorly fitted or top-dose-only effect, or another doubt; inactive means no such curve, though single readings can be large; an effect the other way counts as inactive or inconclusive. Compounds were not picked by outcome; 1.6% or so of the library scored in one or more.

Molecule,TSHR antag,AT treatment,Coupling enz,Tb PFK block,hERG WT inh,GALK inh,Giardia killer,CXXC DNA block,BCR signal inh,TCR act
COc1cc(N/C=C(\C(C)=O)c2ccccc2)cc(OC)c1,-16,3%,0,4%,x,2%,x,-3%,u,x
CCOC(=O)c1ccc(S(=O)(=O)Nc2ccccc2-c2nnn(CC)n2)cc1,-18,3%,4,3%,1,0%,-2,5%,-6%,2%
Cc1cc(OC(=O)C(C)(C)C)c([N+](=O)[O-])c(=O)[nH]1,2,-4%,0,-1%,i,0%,5,-1%,8%,-12%
Cn1ccnc1SCC(=O)Nc1nc2c(F)c(F)c(F)cc2s1,2,1%,1,-1%,-25,0%,-1,9%,3%,2%
CN(C(=O)CN1CCC(NC(=O)C2CCCCC2)CC1)C1CCCCC1,13,1%,0,0%,4,-2%,-17,5%,3%,-1%
CC1=C(C(=O)OCC2CCCO2)C(c2ccc(C)o2)C2=C(CC(c3ccc(N(C)C)cc3)CC2=O)N1 (stereo not drawn),-8,-7%,0,-2%,x,0%,x,10%,2%,x
CC(=O)N1c2ccccc2N(Cc2ccc([N+](=O)[O-])cc2)C(=O)C1(C)C,5,2%,3,-2%,10,3%,11,8%,3%,-3%[46.1 µM]
O=[N+]([O-])c1ccccc1CN1CCN(Cc2c[nH]c3ccccc23)CC1,3,-2%,2,0%,i,16%,u,11%,-19%,5%
O=C(Cn1nnc(-c2ccc(N3CCOCC3)cc2)n1)OC1CCCCC1,-10,-10%,2,0%,-10,0%,-14,2%,1%,-4%
CCOc1ccccc1Nc1nc2ccccc2n2cnnc12,18,-3%,3,0%,0,x,22,-1%,4%,-7%
Cc1ccc2[nH]c3c(=O)n(Cc4ccccn4)cnc3c2c1,24,-2%,1,5%,-14,0%,0,14%,21%,-4%
COc1cc(NC(=S)N2CCN(C)CC2)cc(OC)c1,17,6%,0,-3%,-9,5%,-3,-3%,0%,0%
O=C(CSc1nnc(CNc2cccc(C(F)(F)F)c2)n1Cc1ccco1)NCc1ccco1,12,-3%,-11,-3%,-14,0%,-4,0%,-7%,11%[46.1 µM]
COC(=O)c1ccc(SCC(=O)NC2CCCCC2)c([N+](=O)[O-])c1,9,8%,2,-1%,1,-3%,11,10%,-2%,-6%[46.1 µM]
Cc1ccc(NS(=O)(=O)c2ccc3c(c2)oc(=O)n3C)cc1C,-1,-7%,2,-1%,0,-2%,7,-16%,u,-3%
CCC(=O)c1ccc(OCC(=O)Nc2cc(S(=O)(=O)N3CCCCC3)ccc2OC)cc1,-13,0%,x,7%,-1,-7%,4,8%,0%,-7%
Cc1ccccc1Nc1nc(N)nc(CSc2nnnn2-c2ccccc2)n1,-4,-4%,0,2%,5,-6%,27,-2%,u,-1%
NS(=O)(=O)c1ccc(NNC(=O)c2ccc(F)cc2F)cc1,-9,5%,-2,-19%,-14,-1%,4,2%,u,-4%
O=C(CSc1nnc(COc2cccc3cccnc23)o1)N1CCc2ccccc21,9,-2%,4,-1%,-21,0%,5,5%,-1%,6%
Oc1ccccc1CNc1ncc(Br)cc1Br,13,10%,2,1%,-3,1%,u,0%,u,1%
COc1cc2nc(Nc3ccc(F)cc3)nc(N)c2cc1OC,-1,-3%,1,0%,3,0%,8,0%,u,3%
CN1C(=O)C2(OCC(C)([N+](=O)[O-])CO2)c2ccccc21 (stereo not drawn),-7,-6%,3,-5%,-8,1%,9,7%,2%,0%
CCN(CC)CCCNC(=O)c1cn(CCOC)c(=O)c2c1c1ccccc1n2C,2,8%,2,0%,-1,0%,-2,5%,-3%,x
O=C(CN(C(=O)CCC(=O)Nc1nccs1)c1ccc2c(c1)OCO2)NCC1CCCO1 (stereo not drawn),-7,2%,4,0%,-1,1%,0,7%,-5%,4%
COCCCNC(=O)c1ccc(S(=O)(=O)c2ccc(C)cc2)c(NC(C)=O)c1,-3,-5%,0,1%,3,3%,9,-1%,5%,4%
CCn1cnc2c(Nc3cc(F)cc(F)c3)nc(C#N)nc21,-33,-5%,x,-1%,x,x,-22,x,u,-5%
CC(CC(=O)O)CC(=O)Nc1cccc([N+](=O)[O-])c1 (stereo not drawn),-6,0%,1,5%,-12,-3%,-19,0%,2%,-5%
CN(C)C(=O)c1cnc(-c2ccccc2)nc1-c1ccccc1,0,0%,1,-4%,11,2%,-11,-13%,-2%,-1%
O=C(CNCc1ccc(Cl)cc1)NCc1ccco1,5,3%,-1,2%,-10,0%,-4,-4%,-3%,-5%[46.1 µM]
O=C(OCC(=O)N1CCCC1)c1cc(=O)c2ccccc2o1,15,-1%,x,0%,-14,x,15,x,-1%,x
CCOc1ccccc1C1C2CCCCC2(O)CCN1C(=O)c1cccs1 (stereo not drawn),-17,x,-1,-2%,4,-2%,2,6%,u,-3%[46.1 µM]
Cc1ccccc1-c1nnn(CC(=O)N(C)CC(=O)Nc2ccccc2C(F)(F)F)n1,6,0%,x,0%,-10,x,-2,x,u,15%
CCNC(=O)C1CCN(S(=O)(=O)c2ccc(F)cc2)CC1,0,-2%,4,0%,-4,0%,-14,-2%,1%,x
COc1ccc2c(C)cc(SCC(=O)Nc3cc(C(N)=O)cc(C(N)=O)c3)nc2c1,6,-2%,3,u,-4,x,-12,18%,u,-30%
COc1cccc(CN(C)Cc2cc(=O)oc3cc(O)c(Cl)cc23)c1,-8,21%,11,3%,-6,3%,-1,-7%,5%,-3%
CCN(CC)C(=O)C1CCCN(c2ccc([N+](=O)[O-])cc2/C=N/NC(=O)c2cccc(O)c2)C1 (stereo not drawn),-10,-2%,2,2%,-8,-3%,0,10%,u,-1%
c1ccc2c(c1)CCN(Cc1nnnn1Cc1ccc3c(c1)OCO3)C2,-11,-1%,0,-1%,-4,1%,0,-1%,-6%,-10%[46.1 µM]
CCCn1c(/C=C/c2ccco2)nc2ccccc21,25,2%,-10,-1%,-5,-1%,-9,-4%,-5%,5%[46.1 µM]
CCN(c1ccc(OC)cc1)c1ncnc2nc[nH]c12,17,16%,-1,6%,-8,0%,0,0%,-1%,0%
COc1cccc(N2CCN(c3c(C#N)c(C(F)(F)F)nn3C)CC2)c1,-13,3%,0,1%,-9,0%,-8,-2%,12%,9%
COc1cc(OC)c(OC)cc1/C=N/n1c(COc2ccccc2)n[nH]c1=S,-3,-20%,5,-9%,1,x,-28,42%[activator],u,2%
COC(=O)/C=C1\SC(=Nc2ccccc2)NC1=O,-17,2%,-1,1%,-2,-3%,-9,4%,u,-4%[46.1 µM]
CC(C)C(NC(=O)c1cccc(S(=O)(=O)N2CCOCC2)c1)C(=O)NCc1ccc(Cl)cc1 (stereo not drawn),41,0%,x,-3%,-6,x,-30,x,6%,x
CS/C(=N\S(=O)(=O)c1ccc(N)cc1)NS(=O)(=O)c1cccs1,4,1%,5,-6%,-10,-1%,28,7%,-2%,-2%
O=C(N/N=C1\CCc2ccccc21)c1ccncc1,4,2%,0,3%,12,x,27,9%,-2%,-2%[46.1 µM]
CCCN(Cc1nnc(-c2ccccc2Cl)o1)C(=O)c1ccc(C)c(S(=O)(=O)N2CCOCC2)c1,0,5%,x,4%,-10,x,-16,x,-2%,-3%
Cc1ccc(NC(=O)CSc2ccc(-c3ccccn3)nn2)cc1F,-3,11%,x,2%,6,-3%,19,8%,6%,0%
O=C(NCC1CCCO1)c1ccc(F)c2ccccc12 (stereo not drawn),15,-3%,0,-8%,1,6%,6,5%,-8%,-3%

Two compounds from above, showing only BCR signal inh, Tb PFK block and CXXC DNA block:
SMILES,BCR signal inh,Tb PFK block,CXXC DNA block
CS/C(=N\S(=O)(=O)c1ccc(N)cc1)NS(=O)(=O)c1cccs1,-2%,-6%,7%
O=C(N/N=C1\CCc2ccccc21)c1ccncc1,-2%,3%,9%

(list continues)
Molecule,TSHR antag,AT treatment,Coupling enz,Tb PFK block,hERG WT inh,GALK inh,Giardia killer,CXXC DNA block,BCR signal inh,TCR act
Cc1ncc(C[n+]2ccc(C)c(C)c2)c(N)n1,17,8%,x,5%,-2,x,u,x,6%,4%
CC(C)c1ccc(NC(=O)CCCN2C(=O)NC(C)(C)C2=O)cc1,-3,-4%,x,-14%,19,x,14,x,6%,5%
O=C(COc1ccc2ccccc2c1Br)NCc1ccccn1,10,4%,-1,-1%,1,3%,30[activator],47%[activator],-7%,-4%
COc1ccc(C(C)(C)C)cc1NC(=O)c1ccccc1-n1cnnn1,-13,4%,x,-1%,5,x,-18,x,0%,-4%
COc1ccc(-n2c(C)nn(CCOc3ccccc3)c2=O)cc1,-1,5%,-1,4%,8,-1%,-7,9%,u,5%
COc1ccccc1-n1c(SCC(=O)Nc2ccc(Br)cc2)nc(O)cc1=O,-15,1%,3,1%,1,4%,3,0%,10%,-39%
COc1ccccc1CN(Cc1cc2c(C)ccc(C)c2[nH]c1=O)Cc1nnnn1Cc1ccco1,-7,5%,-1,-10%,21,3%,3,6%,-3%,-4%
